High-throughput results deposited in PubChem by National Center for Advancing Translational Sciences (NCATS).
JMJD2A Tudor – qHTS Assay for Inhibitors of JMJD2A-Tudor Domain | Lysine-specific demethylase 4A (Homo sapiens), O75164 | AlphaScreen JMJD2A-Tudor / H3K4me3 peptide binding | Potency, µM (highest dose often 114 µM), without a hit: at the highest dose activity change, negative = inhibition, actives largely listed as inhibitors | 390,000 compounds, 4.4% hits | AID 504339, 2011; note: potency is the fitted concentration of half-maximal effect; % is set by controls: 0 for no effect and ±100 for the full control effect; nearly all actives have a fitted effect of over 50% in size
BAZ2B inh – qHTS Assay for Inhibitors of BAZ2B; AlphaScreen BAZ2B-H3K14Ac peptide displacement; Potency, µM (series often up to 114 µM), inactives show at the top dose activity change, negative = inhibition, actives largely listed as inhibitors; 360,000 compounds, 4.4% hits; note: potency is the fitted concentration of half-maximal effect; % is set by controls: 0 for no effect and ±100 for the full control effect; nearly all actives have a fitted effect of over 60% in size
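AlphaScreen luminescence quantifies BAZ2B engagement of H3K14Ac peptide; the protein and biotinylated peptide are both at 50 nM final, buffer PBS pH 7.4 with 0.01% Tween-20, all steps at room temperature.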
G9a block – qHTS Assay for Inhibitors of Histone Lysine Methyltransferase G9a | G9a H3K9 monomethylation, AlphaScreen, 2 h | Potency, µM (highest dose often 102 µM), for inactives: top-dose activity, negative = inhibition, actives largely listed as inhibitors | 350,000 compounds, 8.8% hits | AID 504332, 2011; note: potency is the fitted concentration of half-maximal effect; % is set by controls: 0 for no effect and ±100 for the full control effect; nearly all actives have a fitted effect of over 75% in size
Target sequence (Q96KQ7 913-1193 limits assumed): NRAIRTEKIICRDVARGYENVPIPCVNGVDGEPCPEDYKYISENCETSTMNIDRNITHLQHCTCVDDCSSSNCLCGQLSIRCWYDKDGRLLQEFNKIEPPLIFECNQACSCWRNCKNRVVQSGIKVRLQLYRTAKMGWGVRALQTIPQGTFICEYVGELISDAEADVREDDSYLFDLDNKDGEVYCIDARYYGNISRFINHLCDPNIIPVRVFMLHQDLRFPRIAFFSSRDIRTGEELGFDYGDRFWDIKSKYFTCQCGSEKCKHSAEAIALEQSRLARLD
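Readings reflect AlphaScreen signal from monomethyl-H3K9 antibody detection. HMT at 20 nM; substrate b-H3K9 500 nM; cofactor SAM 20 uM; 2 h RT reaction; compounds tested as titrations in qHTS with 15 min preincubation.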
GLS inh – qHTS for Inhibitors of Glutaminase (GLS) | Glutaminase kidney isoform, mitochondrial (Homo sapiens), O94925 | GLS enzymatic activity, qHTS titration | Potency, µM (series often up to 45.5 µM), for inactives: top-dose activity change, negative = inhibition, hits mostly inhibitors | 410,000 compounds, 0.21% hits | AID 624170, 2012; note: potency is the fitted concentration of half-maximal effect; % is set by controls: 0 for no effect and ±100 for the full control effect
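Assay buffer: 45 mM KH2PO4 pH 8.2, 0.02% Tween-20. hKGA acts on L-glutamine (1 mM solution added); product glutamate is reported by an oxidase/peroxidase Amplex Red coupling, with fluorescence taken at baseline and 30 min.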
PI4K2A inh – qHTS for small molecular inhibitors of PI4K2A; purified PI4K2A, ADP-Glo luminescence, 1 h; active compounds read low; activity change, negative = inhibition, % at 76.9 µM; 420,000 compounds, 0.13% hits; in the data active = activity change below about -50%; inconclusive = mostly about -30% to -49%;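 note: -100% = wells without enzyme as full effect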
Target sequence (Q9BTU6 whole entry, looked up): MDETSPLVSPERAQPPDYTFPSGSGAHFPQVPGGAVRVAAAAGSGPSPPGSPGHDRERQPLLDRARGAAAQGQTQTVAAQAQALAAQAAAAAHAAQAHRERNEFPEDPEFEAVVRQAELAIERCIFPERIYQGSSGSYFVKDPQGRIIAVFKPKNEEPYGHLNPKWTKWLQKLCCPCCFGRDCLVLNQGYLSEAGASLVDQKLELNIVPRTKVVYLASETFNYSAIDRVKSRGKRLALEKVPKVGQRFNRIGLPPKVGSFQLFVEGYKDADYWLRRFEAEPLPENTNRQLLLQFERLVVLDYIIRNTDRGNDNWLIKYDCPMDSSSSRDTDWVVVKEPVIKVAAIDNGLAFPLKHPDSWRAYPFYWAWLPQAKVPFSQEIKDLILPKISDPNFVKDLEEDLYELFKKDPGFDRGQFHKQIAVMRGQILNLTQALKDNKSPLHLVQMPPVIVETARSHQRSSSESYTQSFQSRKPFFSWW
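PI4K2A activity was measured by ADP-Glo luminescence: enzyme (4 ug/mL stock) and phosphatidylinositol (1.2 mM stock) in Tris pH 7.5/MgCl2/EGTA/Triton X-100 buffer were reacted with ATP (300 microM stock) for one hour at ambient temperature.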
ERG Ets-DNA blk – qHTS for Small Molecule Inhibitors of the ERG Ets/DNA interaction; Transcriptional regulator ERG (Homo sapiens), P11308; fluorescence polarization, His-ERG Ets domain / labelled DNA; Potency, µM (highest dose often 76.9 µM), without a hit: top-dose FP activity, negative = inhibition, hits mostly inhibitors; 370,000 compounds, 0.028% hits; active = well fitted inhibition curve with a large enough effect in the polarisation, with a control signal flat; inconclusive = small, poorly fitted or top-dose-only effect, or effect the other way, or a change in a side signal; inactive = no such curve, though single readings can be large or run the other way; the % refers to the polarisation;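 note: polarization taken with two DNA probes labelled with fluorescein and Texas red; potency is the fitted concentration of half-maximal effect; % of control where 0% means no effect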
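His-tagged ERG Ets domain (1 uM in the protein solution; 300mM KCl, 50mM Tris-HCl, 1mM EDTA, 1mM DTT, pH 7.5) received compound, then a probe mix of 5 nM fluorescein-DNA and 100nM Texas-615-DNA. Fluorescence polarization was read for both dyes.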
HP1b chromo inh – HTS for Inhibitors of HP1-beta Chromodomain Interactions with Methylated Histone Tails; Chromobox protein homolog 1 (Homo sapiens), P83916; Potency, µM (highest dose often 114 µM), for inactives: at the highest dose activity change, negative = inhibition, actives largely listed as inhibitors; 390,000 compounds, 0.56% hits; AID 540317, 2011; AlphaScreen HP1-beta / biotin-H3K9me3 peptide binding; note: potency is the fitted concentration of half-maximal effect; nearly all actives have a fitted effect of over 70% in size; inactives centre near 23
Target sequence (P83916 whole entry, looked up): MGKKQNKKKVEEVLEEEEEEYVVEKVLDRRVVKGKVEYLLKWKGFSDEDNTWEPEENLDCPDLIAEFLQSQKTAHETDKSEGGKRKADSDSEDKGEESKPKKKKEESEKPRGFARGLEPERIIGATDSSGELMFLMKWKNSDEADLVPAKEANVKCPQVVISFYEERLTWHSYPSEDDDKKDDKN
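AlphaScreen: HP1-beta (50 nM) preformed 30 min with biotin-H3(1-18)K9me3 peptide (50 nM) in PBS pH 7.4, 0.01% Tween-20. Compound added for 30 min at RT, then streptavidin donor/nickel chelate acceptor beads (10 ug/mL) for 30 min.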
12-LOX inh – Primary qHTS assay for inhibitors of human arachidonate 12S-lipoxygenase (ALOX12): Round 2; Polyunsaturated fatty acid lipoxygenase ALOX12 (Homo sapiens), P18054; purified 12hLO, xylenol orange hydroperoxide absorbance; Potency, µM (series often up to 108 µM), for inactives: at the highest dose activity change, negative = inhibition, most hits filed as inhibitors; 580,000 compounds, 1.1% hits; note: potency is the fitted concentration of half-maximal effect; % is set by controls: 0 for no effect and ±100 for the full control effect
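Purified human 12hLO at 150 nM in 25 mM Hepes, 0.01% Triton X-100, pH 7.0, preincubated 15 min at room temperature with compound. Reaction started with 40 uM arachidonic acid, 30 min at room temperature. Hydroperoxide measured by Fe-xylenol orange, 573/405 nm absorbance ratio.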
RGS4 inhibitor – Inhibitors of Regulator of G Protein Signaling (RGS) 4: qHTS; Regulator of G-protein signaling 4 (Homo sapiens), P49798; Transcreener GDP fluorescence polarization, RGS4-accelerated GTP hydrolysis; Potency, µM (highest dose often 114 µM), inactives show at the highest dose activity change, negative = inhibition, hits mostly inhibitors; 390,000 compounds, 0.039% hits; AID 504845, 2011; note: potency is the fitted concentration of half-maximal effect; % is set by controls: 0 for no effect and ±100 for the full control effect; nearly all actives have a fitted effect of over 75% in size; some results filed as inactive show a strong effect at the top dose
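MLSMR compounds (23 nl, pin-transferred) preincubated 10 min at room temperature with a 500nM (2x) first reagent, then RGS4 at 900nM (2x) plus Transcreener GDP mix added; fluorescence polarization (620/688 nm) read before and after 90 min at 30 °C.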
* hit, by the source's call; ? = inconclusive; · = not tested or not shown; & = joins results of further samples; ! = not active in a repeat; [ ] = another dose, or the depositor's remark. Unless noted, calls come from the whole dose curve; as a rule, active = well fitted curve in the direction sought with a large enough effect; inconclusive = small, poorly fitted or top-dose-only effect, or another doubt; inactive = no such curve, though single readings can be large; an effect the other way counts as inactive or inconclusive. Not all compounds are listed (hit frequency here may not be typical).

The line under a structure holds: JMJD2A Tudor	BAZ2B inh	G9a block	GLS inh	PI4K2A inh	ERG Ets-DNA blk	HP1b chromo inh	12-LOX inh	RGS4 inhibitor
COc1ccccc1-n1c(N)c(C(=O)NCC2CCCO2)c2nc3ccccc3nc21 (configuration not stated)
  38%[activator]	3%	-5%[59 µM]	-6%	-12	-12%	61%	0%	15%
CCOCCCN(Cc1ccco1)C(=O)c1cc2c(s1)-c1c(C)cccc1OC2
  104%[activator]	86%[activator]	133%[activator][59 µM]	2%	-1	-3%	143%[activator]	0%	-1%
Cc1ccc(-c2cc(C(=O)OCC(=O)N(C)c3c(N)n(Cc4ccccc4)c(=O)[nH]c3=O)c3ccccc3n2)o1
  -16%	10%	?	-2%	-2	9%	30%	7.1µM*	-34%
CCOc1cc(CNn2nnnc2N)ccc1OCC(=O)NC(C)(C)C
  -4%	1%	0%[59 µM]	1%	-2	-3%	26%	-3%	-16%
CC(=O)c1c(C)oc2c1cc(NS(=O)(=O)c1c(C)cc(C)cc1C)c1ccccc12
  -15%	-4%	1%[59 µM]	0%	0	0%	37%	-3%	2%
O=C(/C=C/c1cccs1)Nc1nc(-c2ccccc2)cs1
  -10%	-3%	-2%	-18%	3	0%	21%	-1%	24%
Cc1cn2c(=O)c(S(=O)(=O)Nc3ccc(N4CCOCC4)cc3)c(C)nc2s1
  1%	-16%	-31%[59 µM]	1%	-3	-1%	45%[activator]	-15%	-14%
Cc1ccc(S(=O)(=O)N2CCCCC2C(=O)N2CCN(C)CC2)cc1 (configuration not stated)
  -2%	-9%	?	2%	2	11%	50%[activator]	?	-48%
CN(C)CCCNC(=O)C[C@H]1C[C@H](C(=O)N2CCOCC2)[C@@]2(C)c3[nH]c4ccc(Cl)cc4c3CCN2C1=O
  -6%	·	·	3%	-1	1%	25%	?	-2%
CCCCNC(=O)Cn1ncc2c(C)n(Cc3cccc(Cl)c3)c(C)c2c1=O
  -3%	-2%	-4%[59 µM]	-4%	-4	-2%	25%	-1%	7%
Cc1ccc(NC(=O)C2CCCN(S(=O)(=O)c3c(C)noc3/C=C/N(C)C)C2)cc1F (configuration not stated)
  -26%	-32%	-4%[59 µM]	-2%	2	-1%	10%	?	-27%
CN1CCN(c2nc3c(c(=O)n(C)c(=O)n3C)n2CCSc2nnnn2-c2ccccc2)CC1
  ?	-9%	?	1%	-4	1%	26%	-6%	13%
O=C(c1ccc(Cl)c(Cl)c1)N1CCC(O)(CN2CCOCC2)CC1
  -3%	-14%	-42%	-1%	2	11%	35%	-2%	-20%
CCC(=Nc1ccccc1)C1=C(O)CCCC1=O
  4%	0%	?	0%	2	4%	20%	11%	-15%
O=C(Nc1cc(C(F)(F)F)ccc1Cl)c1cc(S(=O)(=O)NCc2ccccc2)ccc1F
  -4%	4%	18%[59 µM]	8%	1	6%	18%	0%	10%
CCCCOCCCNC(=O)C1c2ccccc2Oc2ccccc21
  -8%	-14%	34%	0%	-7	-11%	13%	20%	-7%
Cc1ccc2nc(NC(=O)C3CCCN(S(=O)(=O)c4cccnc4)C3)sc2c1 (configuration not stated)
  -22%	4%	-2%[59 µM]	-1%	-1	1%	24%	-13%	0%
CN(C)/C=C/C(=O)c1ccc(Oc2ncccn2)cc1
  -16%	-14%	16%	0%	2	6%	3%	0%	-8%
COc1ccc(S(=O)(=O)NCCc2csc3nc(-c4cccc(C)c4)nn23)cc1F
  -17%	?	6%[59 µM]	3%	2	12%	36%[activator]	-21%	20%
CC(=O)NNc1nc2ccccc2s1
  -26%	2%	?	66%[activator]	9	-11%	20%	7%	5%

The final 4 compounds of the section before are carried over, then new ones follow:
The line under a structure holds: JMJD2A Tudor	BAZ2B inh	G9a block	GLS inh	PI4K2A inh	ERG Ets-DNA blk	HP1b chromo inh	12-LOX inh	RGS4 inhibitor
Cc1ccc2nc(NC(=O)C3CCCN(S(=O)(=O)c4cccnc4)C3)sc2c1 (configuration not stated)
  -22%	4%	-2%[59 µM]	-1%	-1	1%	24%	-13%	0%
CN(C)/C=C/C(=O)c1ccc(Oc2ncccn2)cc1
  -16%	-14%	16%	0%	2	6%	3%	0%	-8%
COc1ccc(S(=O)(=O)NCCc2csc3nc(-c4cccc(C)c4)nn23)cc1F
  -17%	?	6%[59 µM]	3%	2	12%	36%[activator]	-21%	20%
CC(=O)NNc1nc2ccccc2s1
  -26%	2%	?	66%[activator]	9	-11%	20%	7%	5%
CC(=O)NC(CC(=O)Nc1ccc2c(c1)OCCO2)c1ccccc1 (configuration not stated)
  -8%	0%	?	-5%	2	-3%	12%	2%	9%
CCC1CCCCN1CCCNC(=O)c1ccc2c(c1)N(Cc1c(F)cccc1Cl)C(=O)CS2 (configuration not stated)
  -7%	-19%	-22%	1%	-3	-1%	34%	-27%	-13%
CCC(=O)c1ccc(OC(=O)c2cnccn2)cc1
  -6%	-31%	?	-16%	2	-3%	55%[activator]	-20%	-6%
N/C(=N\OC(=O)N1CCOCC1)c1ccc(Cl)cc1
  -7%[57.1 µM]	8%	-2%[59 µM]	1%	-3	-6%	49%[activator]	-12%	-6%
COc1ccc(NC(=O)c2cc(-c3ccccc3Cl)on2)cc1
  -4%	54%[activator]	·	9%	-1	-3%	29%	-3%	15%
CC(C)C(=O)NNC(=O)CSc1nc(C2CCCCC2)nc2ccccc12
  1%	9%	-8%	-1%	3	1%	41%[activator]	0%	-3%
CCOC(=O)C1CCN(c2ncnc3c2nc2n3CCCCC2)CC1
  -17%	-4%	9%[59 µM]	-1%	-1	-1%	8%	3%	-16%
COc1ccc(-c2nc(SCC(=O)N3CCC(C)CC3)n[nH]2)cc1
  -14%	2%	-9%[59 µM]	-4%	6	4%	41%[activator][57 µM]	?	-23%
CCCCNc1cc(=O)oc2ccccc12
  -9%[57.1 µM]	-4%	14%[12.7 µM]	2%	1	2%	42%[activator]	38%[activator]	-5%[56.9 µM]
O=C(CN1CCN(Cc2ccccc2)CC1)Nc1ccc(Br)cc1
  -11%	-2%	-2%[0.501 µM]	4%	0	1%	20%	59%[activator]	14%
COC(=O)c1scc(-c2ccc(C)cc2)c1S(=O)(=O)N1CCN(c2cccc(OC)c2)CC1
  -31%	-26%	-21%[59 µM]	-12%	4	0%	17%	?	-16%
CN1C2=CC=CC=CC2=[N+](C)C12C=CC(=[N+]([O-])[O-])C=C2[N+](=O)[O-] (configuration not stated)
  -28%	35µM*	32µM*	-16%	-20	-3%	?	-8%	-22%
CC(Sc1nc(N2CCOCC2)c2c(c1C#N)CC(C)(C)OC2)C(=O)O (configuration not stated)
  -6%	-12%	50µM*	2%	1	0%	18%	·	9%
COc1ccc(C2(c3ccc(OC)cc3)NC(=O)N(CC(=O)Nc3cc(C)ccc3OC)C2=O)cc1
  -28%	-22%	5%	-15%	1	8%	10%	-3%	-3%
O=[N+]([O-])c1cccc(-n2cccc2/C=N/Nc2nc(N3CCCCC3)nc(N3CCCCC3)n2)c1
  ?	·	32µM*	2%	0	1%	?	2%	22%
CC(Sc1nnnn1C)C(=O)NC(=O)NC1CCCCC1 (configuration not stated)
  -16%	0%	6%	-6%	11	0%	27%	11%	-11%
Cn1c(C(=O)NN)cc2cc(OCc3ccccc3)ccc21
  3%	·	·	-1%	-8	6%	57%[activator]	0%	-20%
Cc1cccc(N2CCN(Cc3nnc(-c4cccc(Br)c4)o3)CC2)c1C
  0%	11%	10%[59 µM]	7%	1	3%	28%	-1%	4%
COc1ccc(CCN2CC(C(=O)NCCc3ccc(C)cc3)CC2=O)cc1OC (configuration not stated)
  -35%&-20%	56µM*!	2%&8%[59 µM]	-15%&-28%	-2&-4	4%&-2%	-12%&-4%	-19%&-16%	6%&-14%
CCOc1ccc(N(C)Cc2cc(=O)oc3ccc(OCC)cc23)cc1
  ?	18µM*	10µM*	-3%	-1	-20%	-37%	13%	0%
COc1ccc(C(C(=O)NC2CCCCC2)N(CC2CCCO2)C(=O)CNC(=O)c2ccco2)cc1 (configuration not stated)
  7%	-4%	27%	-3%	4	6%	55%[activator]	30%	-4%
